Screening data from PubChem.
BCLXL inh – blocks human Bcl-xL binding to Bim BH3 peptide | Q07817 | GST-Bcl-xL / FITC-Bim BH3 peptide fluorescence polarization | inhibition, % at 10.9 µM | 320,000 compounds, 0.7% hits;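 active = inhibition above the mean of all tested compounds plus 3 SD, cutoff set per campaign, cut at about 30% in these data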;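 note: 0% = DMSO wells and 100% = unlabeled Bim-BH3 peptide competitor; inhibitors lower millipolarization by displacing the labeled peptide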
Target sequence (Q07817 whole entry, looked up): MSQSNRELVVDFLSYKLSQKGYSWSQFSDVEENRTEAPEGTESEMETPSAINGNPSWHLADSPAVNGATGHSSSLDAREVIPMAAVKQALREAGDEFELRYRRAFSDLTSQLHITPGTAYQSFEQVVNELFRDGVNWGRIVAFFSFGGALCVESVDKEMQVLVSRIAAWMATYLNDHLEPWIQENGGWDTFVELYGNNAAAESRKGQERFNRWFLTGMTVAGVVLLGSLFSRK
GSTO1 counter – GSTO1 inhibition, counter-screen for RBBP9 inhibitors; recombinant GSTO1, activity-based probe fluorescence polarization; 300,000 compounds, 1.1% hits; inhibition, % at 5.96 µM; P78417;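 active = inhibition above the campaign mean inhibition plus 3 SD, cut at about 35% in these data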;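 note: 0% = GSTO1-1 with DMSO and 100% = wells lacking GSTO1-1 enzyme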
Fam108B counter – blocks mouse Fam108B hydrolase in RBBP9 counter-screen; inhibition, % at 9.51 µM; AID 1947; 300,000 compounds, 0.33% hits; recombinant Fam108B, FP-Rh probe fluorescence polarization;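 active = inhibition above the screen mean inhibition plus 3 SD, computed separately per campaign, cut at about 18% in these data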;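 note: inhibitors lower polarization as less probe binds the enzyme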
MEX-5 binding – C. elegans MEX-5 TCR-2 RNA binding activity; AID 1832; MEX-5/FITC-TCR2 RNA binding, fluorescence polarization; stronger effect = lower value; 300,000 compounds, 0.38% hits; activity score (negative = inhibition of binding), % at 10 µM;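 active = inhibition past about -25% in most replicates, and total fluorescence under double the plate's negative control median, limit read from the data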;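 note: 0% = DMSO and -100% = 5 µM competing unlabeled TCR2 RNA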
TPT1 inhibitor – blocks Candida albicans tRNA 2'-phosphotransferase; inhibition, % at 5 µM; 300,000 compounds, 0.81% hits; recombinant caTPT1, FP RNA substrate dephosphorylation;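 active = inhibition above the mean of all tested compounds plus 3 SD, set per screening campaign, cut at about 24% in these data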;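 note: plate controls were DMSO alone for no effect and ferristatin control at 100 nM for full effect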
PME-1 primary – blocks human protein phosphatase methylesterase 1; Q9Y570; 320,000 compounds, 0.53% hits; AID 2130; inhibition, % at 5.9 µM; recombinant PME-1, FP-Rh probe fluorescence polarization;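 active = inhibition above the campaign mean of all compounds plus 3 SD, cut at about 26% in these data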;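 note: competitive labeling of PME-1 active site by serine hydrolase directed probe; 0% = PME-1 with DMSO and 100% = wells lacking PME-1 enzyme; inhibitors block probe labeling so polarization falls and inhibition rises; many of its hits are not listed in these tables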
Target sequence (Q9Y570 whole entry, looked up): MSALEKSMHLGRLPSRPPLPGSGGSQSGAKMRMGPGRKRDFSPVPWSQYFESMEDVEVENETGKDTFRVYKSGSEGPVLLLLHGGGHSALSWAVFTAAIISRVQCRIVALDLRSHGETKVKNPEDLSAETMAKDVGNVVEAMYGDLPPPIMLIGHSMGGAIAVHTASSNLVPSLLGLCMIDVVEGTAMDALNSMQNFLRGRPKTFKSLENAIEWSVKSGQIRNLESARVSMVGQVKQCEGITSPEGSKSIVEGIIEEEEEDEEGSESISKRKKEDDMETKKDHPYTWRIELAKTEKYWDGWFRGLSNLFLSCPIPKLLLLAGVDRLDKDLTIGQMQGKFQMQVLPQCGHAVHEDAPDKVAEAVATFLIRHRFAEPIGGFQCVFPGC
PAD4 FP inh – blocks human protein arginine deiminase 4. AID 485272. 330,000 compounds, 0.41% hits. recombinant PAD4, RCA probe fluorescence polarization. inhibition, % at 6.36 µM. Q9UM07;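 active = percent inhibition above a cutoff equal to the mean of all tested compounds plus 3 SD, cut at about 15% in these data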;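 note: 0% = PAD4 with RCA probe and DMSO and 100% = probe without PAD4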
MCL1 BIM primary – MCL1-BIM-BH3 interaction inhibition (human) | GST-MCL1 / FITC-Bim-BH3 fluorescence polarization | 320,000 compounds, 0.68% hits | inhibition, % at 10.9 µM | Q07820;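 active = inhibition above the mean inhibition of all tested compounds plus 3 SD, set per campaign, cut at about 40% in these data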;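 note: 0% = DMSO wells and 100% = unlabeled Bim-BH3 peptide control; higher means more loss of mP so more displacement of Bim peptide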
GLD-1 TGE inh – GLD-1-TGE RNA interaction inhibition (C. elegans) | Q17339 | purified GLD-1 + fluorescein TGE RNA, fluorescence polarization | inhibition, % at 5.96 µM | 320,000 compounds, 0.44% hits | AID 2280;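 active = percent inhibition above a per-plate cutoff, the plate mean of test compounds plus 3 SD, cut at about 30% in these data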;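 note: 0% = DMSO wells with GLD-1 and probe and 100% = wells lacking GLD-1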
Starred values were filed as active, the others as inactive; · = no result given. An excerpt (hit frequency here may not be typical).

Short keys: A = BCLXL inh; B = GSTO1 counter; C = Fam108B counter; D = MEX-5 binding; E = TPT1 inhibitor; F = PME-1 primary; G = PAD4 FP inh; H = MCL1 BIM primary; I = GLD-1 TGE inh
Cc1ccccc1OCC(O)CNC1CCC(NCC(O)COc2ccccc2C)CC1 (stereo not drawn)
  A = 3 | B = 2 | C = -7 | D = -0.1 | E = 0 | F = 7 | G = 2 | H = 6 | I = -3

CCOC(=O)c1c(NC(=O)c2c(Br)cnn2C)c(C#N)nn1-c1ccccc1
  A = 1 | B = -1 | C = 4 | D = 4.3 | E = -3 | F = -6 | G = -4 | H = -3 | I = -4

CCCOc1cc(CC(=O)NCc2ccco2)ccc1OC
  A = 1 | B = -2 | C = 0 | D = -0.7 | E = -3 | F = 5 | G = -6 | H = 8 | I = -1

COc1cc2ccccc2cc1C(=O)NC(=S)Nc1ccc(C(=O)O)cc1
  A = 4 | B = -7 | C = -8 | D = -4.1 | E = -4 | F = -1 | G = -4 | H = 5 | I = -4

COc1ccccc1N(CCC#N)C(=O)CSc1nc(-c2ccccc2)cn1N
  A = 0 | B = 3 | C = 3 | D = 0.7 | E = 2 | F = 8 | G = 11 | H = 3 | I = 14

CC(=O)c1cccc(N/C=C\C(=O)c2ccc(C)cc2)c1
  A = 0 | B = -5 | C = 0 | D = 0.4 | E = 6 | F = 6 | G = -3 | H = -4 | I = 5

O=C(Nc1ccc(Cl)cc1)Nc1ccccc1C(=O)NCc1ccco1
  A = 2 | B = 4 | C = -11 | D = -0.1 | E = 1 | F = -10 | G = 0 | H = 5 | I = 6

Cc1ccc2nc(-c3cccc(N)c3)[nH]c2c1
  A = 1 | B = 2 | C = 3 | D = 1.9 | E = 3 | F = 1 | G = 1 | H = -5 | I = 4

FC(F)(F)c1ccc(NCc2ccccn2)nc1
  A = 4 | B = -1 | C = 0 | D = 2.9 | E = 0 | F = -2 | G = 2 | H = 3 | I = -1

c1ccc(-c2cnc(SCCN3CCOCC3)n2CC2CCCO2)cc1 (stereo not drawn)
  A = -1 | B = -8 | C = 3 | D = -0.2 | E = -4 | F = 0 | G = 6 | H = 1 | I = 4

N#C/C(=C\c1cn(-c2ccccc2)nc1-c1ccccc1)S(=O)(=O)c1ccccc1
  A = 3 | B = -2 | C = 1 | D = 1.7 | E = 6 | F = 5 | G = 2 | H = 0 | I = -1

COc1cc(NS(=O)(=O)c2cccc3nsnc23)cc(OC)c1
  A = 3 | B = 15 | C = 2 | D = -2.9 | E = -2 | F = 5 | G = -3 | H = 3 | I = 6

O=C(NCc1ccccc1)c1cc(-c2ccncc2)nc2ccc(S(=O)(=O)N3CCOCC3)cc12
  A = 2 | B = 5 | C = -16 | D = -0.9 | E = 3 | F = -7 | G = -2 | H = 2 | I = 4

O=S(=O)(c1ccc(F)cc1)N1CCN(c2ccc(F)cc2)CC1
  A = 1 | B = 1 | C = 1 | D = -2.6 | E = -3 | F = -4 | G = 4 | H = 2 | I = 3

COc1ccc(C(=O)/C=C/Nc2c(C)n(C)n(-c3ccccc3)c2=O)cc1OC
  A = 3 | B = 12 | C = -2 | D = 0.4 | E = -2 | F = -1 | G = 1 | H = 1 | I = 2

CCOCC(O)CS(=O)(=O)c1ccccn1 (stereo not drawn)
  A = 7 | B = -10 | C = -8 | D = -1.2 | E = -2 | F = 0 | G = -2 | H = 5 | I = 6

CCC1CCCCN1C(=O)CSc1nnc2nc(C)cc(C)n12 (stereo not drawn)
  A = 4 | B = · | C = · | D = · | E = · | F = 4 | G = 1 | H = 15 | I = -5

O=C(c1ccco1)N1CCn2c1nc1ccccc12
  A = 8 | B = -11 | C = -5 | D = -2.3 | E = -5 | F = 5 | G = -1 | H = 4 | I = 10

O=C(O)/C(=C\c1cn(-c2ccccc2)nc1-c1ccc(Cl)cc1)NC(=O)c1ccccc1
  A = 7 | B = -10 | C = -7 | D = 1.5 | E = 0 | F = -6 | G = 3 | H = 2 | I = -2

COCCCNC(=S)N1CCN(S(C)(=O)=O)CC1
  A = -5 | B = 4 | C = 0 | D = -0.9 | E = 16 | F = -10 | G = -4 | H = -6 | I = 1

CCN(C(=O)Cn1cnc2cc([N+](=O)[O-])ccc2c1=O)C1CCS(=O)(=O)C1 (stereo not drawn)
  A = 5 | B = 7 | C = 3 | D = -0.6 | E = -1 | F = -4 | G = -1 | H = 5 | I = 7

Cc1ccnc(NS(=O)(=O)c2ccc(NC(=O)c3cc(=O)c4ccccc4o3)cc2)n1
  A = 8 | B = 5 | C = -1 | D = 2.0 | E = -2 | F = -8 | G = -1 | H = 2 | I = -3

Cc1cc(Cl)c(S(=O)(=O)N2CCN(c3cccc(C)c3C)CC2)cc1OCC(N)=O
  A = 10 | B = 0 | C = 2 | D = -1.9 | E = -2 | F = -3 | G = 0 | H = 6 | I = 3

Cc1ccc(S(=O)(=O)N(C)C)cc1NC(=O)COC(=O)c1c(C)noc1C
  A = 0 | B = 0 | C = 4 | D = -0.8 | E = 2 | F = 12 | G = -1 | H = -3 | I = 0

O=C(c1ccc(CN2CCOCC2)cc1)N1CCN(c2ccccc2)CC1
  A = 1 | B = 3 | C = 1 | D = -2.9 | E = 1 | F = -3 | G = 0 | H = 0 | I = -5

Cc1ccc(S(=O)(=O)c2nc(S(=O)(=O)c3ccc(C)cc3)c(NCc3ccco3)s2)cc1
  A = -12 | B = -19 | C = -2 | D = 4.5 | E = 2 | F = 7 | G = -1 | H = -14 | I = -15

Cc1cc(C)nc(NC(=O)NS(=O)(=O)N2CCCCCC2)n1
  A = 2 | B = 5 | C = 0 | D = 2.5 | E = -4 | F = -2 | G = -2 | H = 1 | I = -4

CO/N=C/CC(=O)Nc1ccc(F)cc1F
  A = 6 | B = 1 | C = 2 | D = 0.6 | E = 0 | F = -2 | G = -1 | H = 0 | I = 1

Structures above that contain a halogen:
Short keys: A = BCLXL inh; B = GSTO1 counter; C = Fam108B counter; D = MEX-5 binding; E = TPT1 inhibitor; F = PME-1 primary; G = PAD4 FP inh; H = MCL1 BIM primary; I = GLD-1 TGE inh
CCOC(=O)c1c(NC(=O)c2c(Br)cnn2C)c(C#N)nn1-c1ccccc1
  A = 1 | B = -1 | C = 4 | D = 4.3 | E = -3 | F = -6 | G = -4 | H = -3 | I = -4

O=C(Nc1ccc(Cl)cc1)Nc1ccccc1C(=O)NCc1ccco1
  A = 2 | B = 4 | C = -11 | D = -0.1 | E = 1 | F = -10 | G = 0 | H = 5 | I = 6

FC(F)(F)c1ccc(NCc2ccccn2)nc1
  A = 4 | B = -1 | C = 0 | D = 2.9 | E = 0 | F = -2 | G = 2 | H = 3 | I = -1

O=S(=O)(c1ccc(F)cc1)N1CCN(c2ccc(F)cc2)CC1
  A = 1 | B = 1 | C = 1 | D = -2.6 | E = -3 | F = -4 | G = 4 | H = 2 | I = 3

O=C(O)/C(=C\c1cn(-c2ccccc2)nc1-c1ccc(Cl)cc1)NC(=O)c1ccccc1
  A = 7 | B = -10 | C = -7 | D = 1.5 | E = 0 | F = -6 | G = 3 | H = 2 | I = -2

Cc1cc(Cl)c(S(=O)(=O)N2CCN(c3cccc(C)c3C)CC2)cc1OCC(N)=O
  A = 10 | B = 0 | C = 2 | D = -1.9 | E = -2 | F = -3 | G = 0 | H = 6 | I = 3

CO/N=C/CC(=O)Nc1ccc(F)cc1F
  A = 6 | B = 1 | C = 2 | D = 0.6 | E = 0 | F = -2 | G = -1 | H = 0 | I = 1
